AmpC inh det: blocks E. coli AmpC beta-lactamase in presence of detergent; purified AmpC, nitrocefin hydrolysis with detergent; Potency, µM (top dose mostly 28.7 µM), for inactives: at the top dose activity change, negative = inhibition; P00811; 0.09% of 71,000 active; active = well fitted curve in the direction sought with a large enough effect
Target sequence (P00811 whole entry, looked up): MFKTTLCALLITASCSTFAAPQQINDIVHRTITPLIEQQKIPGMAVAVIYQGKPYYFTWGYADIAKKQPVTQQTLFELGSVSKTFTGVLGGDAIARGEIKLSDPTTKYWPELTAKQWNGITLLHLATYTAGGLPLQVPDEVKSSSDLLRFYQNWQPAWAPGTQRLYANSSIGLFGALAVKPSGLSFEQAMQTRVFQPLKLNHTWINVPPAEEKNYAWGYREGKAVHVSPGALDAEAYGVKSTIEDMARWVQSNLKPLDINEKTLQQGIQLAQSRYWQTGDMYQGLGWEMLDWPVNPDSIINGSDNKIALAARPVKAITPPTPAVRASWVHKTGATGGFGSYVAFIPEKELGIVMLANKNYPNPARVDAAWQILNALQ
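E. coli AmpC (5.3 nM) in 20 mM phosphate pH 7.0 with 0.01% Triton X-100, preincubated 15 min RT with compound; nitrocefin (2 uL of 800 uM stock) hydrolysis followed by 480 nm absorbance every 20 s over 4 min.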
* marks the source's active call; other numbers are inactive results; & = joins results of further samples; [ ] = another dose, or the depositor's remark. % is set by controls: 0 for no effect and ±100 for the full control effect; potency is the fitted concentration of half-maximal effect. These rows are one share of the data; the hit share may differ from the screen's.

SMILES	AmpC inh det
COc1ccc(OC)c(NC(=O)C23CCC(C)(C(=O)O2)C3(C)C)c1 (configuration not stated)	-2%
O=C(NC1CCCCC1)c1ccc(S(=O)(=O)NCc2cccnc2)cc1	-2%
COc1ccc(S(=O)(=O)NCc2ccc(C(=O)O)cc2)cc1	-4%
O=C(CCCN1CCC(O)(c2ccc(Br)cc2)CC1)c1ccc(F)cc1	-1%[12.8 µM]
COc1ccc(CC(NC(C)=O)C(=O)N2CCN(C(=O)N(C(C)C)C(C)C)CC2)cc1 (configuration not stated)	-3%
COc1ccc(NC(=O)CNS(=O)(=O)c2ccc3nc(C)sc3c2)c(OC)c1	20%
CCOc1ccc(C)cc1S(=O)(=O)n1ccc(C)n1	-3%
COc1ccc(-n2c(SCC(=O)Nc3nccs3)nc3c(c2=O)SC(C)C3)cc1 (configuration not stated)	10%
COc1ccc(S(=O)(=O)N2CCN(c3ccccn3)CC2)cc1OC	21%
CSc1nnc(-c2cccs2)n1-c1ccccc1	-3%
COCCCNC(=O)c1ccc2c(c1)OCO2	7%
CCCCCc1c(O)nc(SCC(=O)NCC2CCCO2)[nH]c1=O (configuration not stated)	-1%
C=CCN(C(=O)CN1CCOCC1)c1nc(C)c(-c2ccccc2)s1	11%
O=C(CN1C(=O)c2ccccc2S1(=O)=O)NCc1ccccn1	-6%
NC(=O)C1(c2ccccc2)CCOCC1	-6%
C(=N\n1cnnc1)/c1cccc(OCCOc2ccccc2)c1	-2%
Cc1cc(OCC(=O)Nn2cnnc2)c(C)cc1Br	-3%
NCCC[C@@H](CC(=O)N[C@@H]1CCNC[C@H]1C(=O)N[C@H](CC(=O)N[C@@H](CCC(=O)O)CC(=O)O)Cc1c[nH]c2ccccc12)NC(=O)C[C@H](Cc1ccccc1)NC(=O)[C@@H]1CNCC[C@H]1N	-5%
Cc1cc(C)cc(NC(=O)CSc2nnc(-c3ccccc3)n2N)c1	1%
CC(NS(=O)(=O)c1ccccc1)C(N)=O (configuration not stated)	0%

Reformatted with each value named: part of the list above.
CCCCCc1c(O)nc(SCC(=O)NCC2CCCO2)[nH]c1=O (configuration not stated)
  AmpC inh det: -1%

C=CCN(C(=O)CN1CCOCC1)c1nc(C)c(-c2ccccc2)s1
  AmpC inh det: 11%

O=C(CN1C(=O)c2ccccc2S1(=O)=O)NCc1ccccn1
  AmpC inh det: -6%

NC(=O)C1(c2ccccc2)CCOCC1
  AmpC inh det: -6%

(cont.)
SMILES	AmpC inh det
COc1cccc(-c2nc(NCCc3c[nH]c4ccc(OC)cc34)c3ccccc3n2)c1	10%
CCOC(=O)c1[nH]c2ccc(OC)cc2c1NC(=O)C(C)N1CCSCC1 (configuration not stated)	14%
O=C1CCCC2=C1C(c1ccco1)Nc1ccc(C(=O)c3ccccc3)cc1N2 (configuration not stated)	15%
Cc1nc(NC2CCCCC2)c2nc(-c3ccccc3)n(CCCN(C)C)c2n1	14%
Cc1noc(C)c1C(=O)N1CCC[C@@]2(CCN(C(=O)Nc3ccccc3)C2)C1	0%
CN(C)C(=O)c1ccc(-c2cncnc2N2CCNCC2)cc1	9%
COC(=O)[C@@H](NC(=O)Nc1ccc(OC(F)(F)F)cc1)C(C)C	-4%
O=C(Nc1cccc(F)c1)c1ccc(S(=O)(=O)NCC2CCCO2)cc1 (configuration not stated)	-2%
COc1ccc(CC(=O)NCc2nnc(SCC(=O)Nc3nccs3)n2-c2ccccc2)cc1	10%
COc1ccccc1N1CC(O)=C(c2nc3ccccc3c(=O)[nH]2)C1=N	4%
CN1CCc2nc(NC(=O)c3cccc(S(=O)(=O)N4CCc5ccccc54)c3)sc2C1	10%
Cc1cc(=O)[nH]c2c1c(C)nn2C1CCCC1	-1%
O=C(O)[C@@H](Br)[C@@H](Br)c1ccccc1[N+](=O)[O-]	1%[5.75 µM]
O=S(=O)(c1ccc(S(=O)(=O)N(Cc2ccco2)Cc2ccccc2Cl)cc1)N1CCCC1	13%
COC(=O)[C@H]1C[C@@H]1[C@H](NC(=O)c1cc(C)on1)c1ccccc1	-4%
Cn1cnnc1SCc1ccc(F)c2ccccc12	-3%
CC(C)CCOP(=O)(c1ccc(N(C)C)cc1)C(O)c1ccccn1 (configuration not stated)	-1%
O=C(CS(=O)(=O)Cc1ccccc1)Nc1nnc(C2CCCCC2)s1	-6%
COc1ccc(S(=O)(=O)N2CCCN(S(=O)(=O)c3ccc(OC)cc3C)CC2)c(C)c1	0%
O=C(Nc1cccnc1)c1ccc(Cl)c(S(=O)(=O)N2CCCCCC2)c1	-2%
CC(=O)c1c(COC(=O)c2ccncc2)nc2ccccc2[n+]1[O-]	-3%
O=c1[nH]c(NCCCO)nc2c1C1(CCCC1)Cc1ccccc1-2	4%
O=C(C1CCCCC1)N1CCN(S(=O)(=O)c2ccc(Cl)cc2)CC1	18%
Cc1cc2oc(C(=O)NCc3ccc4c(c3)OCO4)c(C)c2cc1C	-3%
CS(=O)(=O)N1CCN(C(=O)CCC2CCCC2)CC1	-2%
CCOC(=O)c1cc(C)n(CCc2ccccc2)c1C	-3%
Cn1c(=O)c2c(nc(NCCCO)n2Cc2cccc(Br)c2)n(C)c1=O	17%
CC1(C)Cc2c(sc3nc(SCC(=O)O)[nH]c(=O)c23)CO1	-4%
COc1cccc(Cn2c(=O)c(-c3cn(C)c4ccccc34)nc3cnc(N4CCNCC4)nc32)c1	-2%
Cc1ccc(S(=O)(=O)NCc2nc3ccccc3c(=O)n2N)cc1	-2%
Nc1nc(SCc2nc3scc(-c4cccs4)c3c(=O)[nH]2)n[nH]1	-5%
CCOc1ncccc1C(=O)OCC(=O)N1CCN(S(=O)(=O)c2ccc(Cl)cc2)CC1	0%
CC12CN3CC(C)(CN(C1)C3c1ccc3c(c1)OCO3)C2=O (configuration not stated)	-4%
C[C@](Cc1ccc(O)c(O)c1)(NN)C(=O)O	-1%
COc1ccc2c(c1)N(C)C(=O)CC(c1ccccc1)=N2	-6%
CC(NC(=O)C1CCN(S(=O)(=O)N2CCCCCC2)CC1)c1ccccc1 (configuration not stated)	-4%
CCn1c(COc2ccccc2C)nnc1SCC(=O)O	13%
CC(=O)Nc1ccc(OCC(O)CN2CCN(c3cccc(Cl)c3)CC2)cc1 (configuration not stated)	-3%
c1ccc(Cc2nnc3sc(-c4cccnc4)nn23)cc1	14%
COC(=O)C1=C(N)OC2=C(C(=O)CC(C)(C)C2)C1c1cccnc1 (configuration not stated)	-1%
COc1ccc(-c2nc(CN3CCC(C(=O)N4CCc5ccccc54)CC3)c(C)o2)cc1OC	13%
Cc1ccc(NS(=O)(=O)c2cccc(C(=O)n3ncc(C#N)c3N)c2)c(C)c1	-6%
CCCn1c(C)nc2c(N3CCOCC3)nc(C)nc21	12%
O=C(Nc1ccc2c(c1)OCO2)c1cccc(Cl)c1	-4%
Clc1ccc(-n2nnnc2-c2ccccc2)cc1Cl	1%
c1coc(CN(Cc2cccs2)Cc2nnnn2C2CCCCC2)c1	2%
CCOC(=O)c1c(C)[nH]c(C(=O)CSc2nnnn2-c2ccccc2)c1C	-3%
CCCN=Cc1sc2ccc(OCC)cc2c1O	7%
O=c1c(-c2ccc(F)cc2)nc2cnc(Oc3cccc(Cl)c3)nc2n1C1CC1	0%
Cc1c(C(=O)OCC2CCCO2)[nH]c2c1C(=O)CC(c1ccco1)C2 (configuration not stated)	-2%
COc1ccc2c(c1)c(C(O)CN1CCC3(CC1)OCCO3)c(C)n2C (configuration not stated)	14%
O=C(Nc1ccc2nc(-c3ccco3)c(-c3ccco3)nc2c1)N1CCCCCC1	-5%
O=c1[nH]c2ccc(Cl)cc2c(-c2ccccc2)c1N1CCN(c2ccccn2)CC1	-3%
NS(=O)(=O)C[C-]1C=C[CH]([Sb-]([Cl])([Cl])([Cl])([Cl])[Cl])C=C1.c1ccncc1 (configuration not stated)	-4%[5.75 µM]
NC1=NC(=O)CC(C(=O)NCc2ccccc2)S1 (configuration not stated)	-5%
CCOc1cc(C2C(C#N)=C(N)OC3CCCC(=O)C32)ccc1OCCN1CCOCC1 (configuration not stated)	-1%
COc1cc(CN2CCC(C(=O)N3CCN(c4ccccc4F)CC3)CC2)cc(OC)c1O	-2%
O=S(=O)(NCCSc1nnc(-c2ccco2)n1-c1ccccc1)c1ccccc1	5%
CCc1nnc(NC(=O)CCC(=O)N2CCN(Cc3cc(Cl)ccc3OC)CC2)s1	13%
Cc1cccc(NC(=O)Cn2c(=O)n(C)c3ccccc32)c1	-6%

(further entries)
SMILES	AmpC inh det
COc1ccc(-c2cc([C@H](O)[C@@H]3CCCCN3)c3ccccc3n2)cc1	-7%[5.75 µM]
Clc1ccc([C@@H](OCCN2CCCCC2)c2ccccc2)cc1	-1%[12.8 µM]
CN(C)CCCN1C(=O)c2oc3ccc(F)cc3c(=O)c2C1c1cccnc1 (configuration not stated)	8%
CC(C)NC(=O)CSc1nncn1-c1ccccc1	-1%
CC1=CC(C)(C)Nc2ccccc21	11%&14%
Cc1ccc(-n2c(SCC(=O)N3CCOCC3)nnc2-c2cccnc2)cc1C	0%
Cn1c(=O)c2[nH]c(-c3ccccc3)nc2n(C)c1=O	0%
CCCCn1c(SCC(=O)c2ccc3c(c2)OCCO3)nnc1-c1ccoc1C	0%
CCSCC[C@H](N)C(=O)O	1%[5.75 µM]
CCCCNC(=O)Cn1c(-c2ccc(OC)cc2)noc1=O	0%
O=C(Nc1cc(C(F)(F)F)ccc1N1CCOCC1)c1n[nH]c(=O)c2ccccc12	-3%
O=C(NCCC1=CCCCC1)c1cc2c(s1)CS(=O)(=O)C2	-3%
CCOc1ccc(C(C)(N)C(=O)O)cc1 (configuration not stated)	-1%
O=C1C2ON(c3ccccc3)C(c3ccccn3)C2C(=O)N1c1ccc(Br)cc1 (configuration not stated)	6%
Cn1c(SCC(=O)c2ccccc2)nc2cccnc21	-1%
Cc1cc(C)c(NC(=O)CSc2nnc(Cc3cccn3C)n2-c2ccc(F)cc2)c(C)c1	-2%
COc1ccc(-n2c(SCC(=O)Nc3ccc4c(c3)OCO4)nnc2C(C)N2CCCCC2)cc1 (configuration not stated)	-2%
O=C(CN(Cc1cccs1)C(=O)CN1C(=O)COc2ccccc21)NCc1ccco1	3%
COc1ncc2nc(C)c(=O)n(-c3ccccc3)c2n1	0%
COC(=O)c1ccc(CN2C(=O)NC3(CCCCC3C)C2=O)o1 (configuration not stated)	24%
Cc1cc(C)n(-c2nc(Nc3ccccc3)nc(-n3nc(C)cc3C)n2)n1	10%
CCC(Cl)[N+](=O)[O-] (configuration not stated)	14%
Clc1ccc(-c2nnc(SCc3nc(-c4ccccc4)no3)o2)cc1	11%
CN(C)C(=O)C1CCN(Cc2c[nH]c3ccccc23)CC1	-5%[5.75 µM]
CCSc1nnc(NC(=O)c2nn(C(C)C)c(=O)c3ccccc23)s1	12%
N#Cc1cc2c(nc1SCc1cccnc1)CCC2	-1%
Cc1ccc(NS(=O)(=O)c2cccc(C(=O)OCC(=O)NCc3ccco3)c2)cc1	-4%
CCOC(=O)C1CCCN(C(=O)c2cn(CC)c3ccc(S(=O)(=O)N(C)C)cc3c2=O)C1 (configuration not stated)	8%
Cc1cnc(NC(=O)CSc2nnc(-c3ccc(Cl)cc3Cl)n2N)s1	-8%
NC(=O)c1cnn(Cc2ccc(Cl)cc2)c1N	-3%
CN(C)c1ccc(C(=O)Nc2ccc(S(=O)(=O)NC3=NCCCCC3)cc2)cc1	1%
O=C(O)CNC(=O)c1ccc([N+](=O)[O-])cc1	10%
CC(=O)NCCSCCNC(C)=O	2%
NC(=O)C1CC=CCC1C(=O)OCC(Cl)=C(Cl)Cl (configuration not stated)	4%
O=NO	8%&8%
Cc1ccc(-c2nn(-c3ccccc3)cc2C2SCC(=O)N2Cc2ccccc2)o1 (configuration not stated)	17%
COC(=O)[C@@]1(Cc2ccc(OC)cc2)[C@H]2c3cc(C(=O)N(C)C)n(Cc4cccc5ccccc45)c3C[C@H]2CN1C(=O)c1ccccc1	-4%
O=C(N=c1nc2ccccn2s1)c1ccccc1	-5%
CCOC(=O)C1=C(C)N(c2nonc2NC(C)=O)C(N)=C(C#N)C1c1ccccc1F (configuration not stated)	1%
CCOC(=O)c1ccc(N2C(=O)CC(Sc3nc(O)c(CC)c(=O)[nH]3)C2=O)cc1 (configuration not stated)	-6%

Reprinted at random: 3 compounds from above, in no set order.
SMILES	AmpC inh det
O=NO	8%&8%
Cc1ccc(NS(=O)(=O)c2cccc(C(=O)n3ncc(C#N)c3N)c2)c(C)c1	-6%
NC(=O)C1CC=CCC1C(=O)OCC(Cl)=C(Cl)Cl (configuration not stated)	4%

A portion from further up, for reference:
SMILES	AmpC inh det
CCOc1cc(C2C(C#N)=C(N)OC3CCCC(=O)C32)ccc1OCCN1CCOCC1 (configuration not stated)	-1%
COc1cc(CN2CCC(C(=O)N3CCN(c4ccccc4F)CC3)CC2)cc(OC)c1O	-2%
O=S(=O)(NCCSc1nnc(-c2ccco2)n1-c1ccccc1)c1ccccc1	5%
CCc1nnc(NC(=O)CCC(=O)N2CCN(Cc3cc(Cl)ccc3OC)CC2)s1	13%
Cc1cccc(NC(=O)Cn2c(=O)n(C)c3ccccc32)c1	-6%

Further records follow:
SMILES	AmpC inh det
Oc1ccc(Cl)cc1CNCC1CCCO1 (configuration not stated)	-4%
Cc1ccc(-n2c(CNc3ccc(F)cc3)nnc2SCC(=O)N2CCCC2)cc1	12%
c1ccc(-c2nnc(CN3CCCc4ccccc43)o2)cc1	-2%
Cc1c2c(nc3ccccc13)-c1cccc(=O)n1C2	-1%
Cc1noc(C)c1C(=O)N1CCC2(CCCN(C(=O)NC(C)C)C2)CC1	-4%

Exported as labelled records: entries from further up.
> Cc1c2c(nc3ccccc13)-c1cccc(=O)n1C2
  AmpC inh det: -1%
> Cc1noc(C)c1C(=O)N1CCC2(CCCN(C(=O)NC(C)C)C2)CC1
  AmpC inh det: -4%

Screens: PubChem, National Center for Advancing Translational Sciences (NCATS)
